NPSR antag: antagonists of human neuropeptide S receptor cAMP signaling; 220,000 compounds, 1% hits; AID 1461; CHO-NPSR cells, cAMP TR-FRET, antagonist mode; Potency, µM (doses to about 38.3 µM), for inactives: top-dose activity change, negative = inhibition, actives largely listed as inhibitors; Q6W5P4; note: potency is the fitted concentration of half-maximal effect; % is set by controls: 0 for no effect and ±100 for the full control effect; nearly all actives have a fitted effect of over 50% in size; many of its hits are not listed in these tables
Target sequence (Q6W5P4 whole entry, looked up): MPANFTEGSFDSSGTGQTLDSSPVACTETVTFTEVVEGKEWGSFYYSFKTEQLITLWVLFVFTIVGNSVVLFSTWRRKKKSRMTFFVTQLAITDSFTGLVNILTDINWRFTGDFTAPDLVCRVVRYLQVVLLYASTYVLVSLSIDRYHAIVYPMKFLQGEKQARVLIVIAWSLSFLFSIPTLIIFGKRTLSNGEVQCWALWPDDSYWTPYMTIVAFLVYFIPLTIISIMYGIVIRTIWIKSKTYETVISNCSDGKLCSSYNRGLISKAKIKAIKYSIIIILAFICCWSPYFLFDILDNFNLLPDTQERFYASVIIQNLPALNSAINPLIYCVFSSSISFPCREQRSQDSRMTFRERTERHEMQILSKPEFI
CBFb-RUNX1 inh: CBF-beta/RUNX1 interaction disruption; Q01196+Q13951; AlphaScreen CBFb-His/RUNX1-biotin binding, biochemical; Potency, µM (top dose mostly 59.8 µM), for inactives: at the highest dose activity, negative = inhibition, most hits filed as inhibitors; 230,000 tested, under 10 active; AID 1477; note: % of control where 0% means no effect
Target sequence (Q01196 whole entry, looked up): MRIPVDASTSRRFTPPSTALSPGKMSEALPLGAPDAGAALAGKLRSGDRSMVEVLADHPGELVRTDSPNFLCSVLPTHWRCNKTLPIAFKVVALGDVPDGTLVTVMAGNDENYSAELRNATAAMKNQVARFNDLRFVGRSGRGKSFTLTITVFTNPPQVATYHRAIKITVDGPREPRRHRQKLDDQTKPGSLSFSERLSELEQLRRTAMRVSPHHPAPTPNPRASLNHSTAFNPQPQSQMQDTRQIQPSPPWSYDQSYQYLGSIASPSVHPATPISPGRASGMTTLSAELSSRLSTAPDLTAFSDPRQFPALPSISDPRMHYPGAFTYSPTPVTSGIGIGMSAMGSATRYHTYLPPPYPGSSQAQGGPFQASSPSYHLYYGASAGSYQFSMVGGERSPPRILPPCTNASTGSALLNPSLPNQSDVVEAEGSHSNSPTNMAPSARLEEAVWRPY
Target sequence (Q13951 whole entry, looked up): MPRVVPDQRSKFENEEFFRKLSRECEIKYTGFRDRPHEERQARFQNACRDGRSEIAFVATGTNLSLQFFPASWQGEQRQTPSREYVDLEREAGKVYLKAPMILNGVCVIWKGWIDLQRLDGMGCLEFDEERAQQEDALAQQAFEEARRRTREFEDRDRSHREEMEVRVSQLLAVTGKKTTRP
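CBF-beta (His) and RUNX1 (biotin), 30 nM each; 20 min preassociation; + compound, 15 min; + beads 50 ng each (Ni, streptavidin), 90 min; RT; AlphaScreen read.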
HttQ103 aggreg: inhibitors of mutant huntingtin aggregate formation in PC12 cells | PC12 HttQ103-GFP aggregates, Acumen cytometry, 40 h | Potency, µM (top dose mostly 46.1 µM), inactives show top-dose activity change, negative = inhibition, hits mostly inhibitors | 220,000 compounds, 1.1% hits | AID 1688; note: potency is the fitted concentration of half-maximal effect; % is set by controls: 0 for no effect and ±100 for the full control effect; nearly all actives have a fitted effect of over 60% in size
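Aggregates are detected as GFP objects 1–25 µm with signal 6 STDEV over background in lysates of induced PC12 cells. These carry Huntingtin exon 1 with 103 glutamines fused to GFP under an ecdysone promoter; compounds titrated.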
IMPase Li cell: cell-permeable IMPase inhibitors with lithium potentiation; Potency, µM (highest dose often 59.4 µM), for inactives: at the highest dose activity, negative = IMPase inhibition, hits mostly inhibitors; 210,000 compounds, 0.35% hits; CHO-M1 cells, IP1 TR-FRET (IP-One), carbachol + lithium;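 note: IP1 builds up when IMPase is blocked and the TR-FRET signal falls; potency is the fitted concentration of half-maximal effect; plate controls were basal vehicle for no effect and high inhibitor control for full effect; nearly all actives have a fitted effect of over 50% in size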
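Readout is a homogeneous TR-FRET IP1 immunoassay (Ex 320, Em 665 and 620), where raised cytosolic IP1 lowers signal. Cells were CHO-M1 treated 30 min at 37C with test compounds plus a little lithium; AC50 values came from Hill-equation fitting.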
Luc counter: counter-screen: inhibitors of Kinase-Glo firefly luciferase. Q27757. Kinase-Glo luciferase, ATP luminescence, 8 min. Potency, µM (titrated, usually from 38.3 µM), for inactives: at the top dose activity change, negative = inhibition, actives largely listed as inhibitors. 200,000 compounds, 0.28% hits; note: potency is the fitted concentration of half-maximal effect; % is set by controls: 0 for no effect and ±100 for the full control effect; nearly all actives have a fitted effect of over 60% in size
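Compound is pinned into ATP-containing buffer (10 uM ATP, imidazole pH 7.2, 7 mM MgCl2). Kinase-Glo luciferase reagent is then added. Light output is recorded following an 8-min room-temperature incubation.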
LMNA splice mod: LMNA splicing modulation; 200,000 compounds, 0.01% hits; HeLa LMNA splicing GFP/RFP minigene ratio, 48 h; Potency, µM (highest dose often 46.1 µM), for the others: at the top dose ratio change, negative = inhibition, actives largely listed as inhibitors; active = well fitted inhibition curve with a large enough effect in the signal ratio, with a control signal flat, not every such curve was filed as active; inconclusive = small, poorly fitted or top-dose-only effect, or effect the other way, or a change in a side signal; the % refers to the signal ratio; note: potency is the fitted concentration of half-maximal effect; % is set by controls: 0 for no effect and ±100 for the full control effect
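Read-out is the ratio of GFP to DsRed2 object intensity, acquired by 488 nm laser-scanning cytometry on HeLa lamin A-EGFP minigene reporter cells. Compound incubation 48 hrs at 37 °C in Opti-MEM with 2% FBS; DMSO 0.5% final.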
Epigenetic derep: derepresses silenced GFP reporter in murine cells; AID 1865; Potency, µM (series often up to 53.9 µM), inactives show at the highest dose GFP activation, hits mostly activators; 280,000 compounds, 0.2% hits; murine LDR cells, GFP reporter derepression, 30 h; note: potency is the fitted concentration of half-maximal effect; % of control where 0% means no effect; nearly all actives have a fitted effect of over 60% in size
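Murine LDR cells carrying a silenced, genomically integrated CMV-driven GFP reporter were exposed to compound for 30 hours at 37 C. After PBS washes, GFP-positive cells (20–120 um objects) were counted by laser-scanning microplate cytometry.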
Numbers without * were called inactive; ? = inconclusive; nt = not tested or not shown; [ ] = dose if it differs, or a comment. Unless noted, calls come from the whole dose curve; as a rule, active = well fitted curve in the direction sought with a large enough effect; inconclusive = small, poorly fitted or top-dose-only effect, or another doubt; inactive = no such curve, though single readings can be large; an effect the other way counts as inactive or inconclusive. Some of the compounds tested (hit frequency here may not be typical).

SMILES	NPSR antag	CBFb-RUNX1 inh	HttQ103 aggreg	IMPase Li cell	Luc counter	LMNA splice mod	Epigenetic derep
CCN(C(=O)CSc1ccc2c(c1)OCCO2)C1CCS(=O)(=O)C1 (configuration not stated)	?	4%	6%	-14%[38.3 µM]	-3%	5%	-5.3%
CC(Sc1ncnc2sccc12)C(=O)Nc1ccc(C(N)=O)cc1 (configuration not stated)	6%	1%	8%	0%	-1%	6%[46 µM]	0.0%
CNC(=S)NCC(O)c1ccc([N+](=O)[O-])cc1 (configuration not stated)	8%	18%	15%	11%	0%	2%[46 µM]	-3.8%
CCN1CCCC1CNC(=O)C(NC(=O)C1CCC(C)CC1)C(C)C (configuration not stated)	4%[46.1 µM]	0%	-2%	2%[38.3 µM]	-1%	-3%	-3.4%
COc1ccc(OCC#CCn2ccnc2)cc1	15%	9%	-8%[9.22 µM]	-6%	-1%	-8%[9.22 µM]	-1.3%
CCOC(=O)C(NCc1ccccc1OC)(NC(C)=O)C(F)(F)F (configuration not stated)	-9%[46.1 µM]	1%	1%	20%[38.3 µM]	-5%	3%	1.1%
O=C(c1ccco1)c1cn[nH]c1-c1ccc(Cl)cc1O	-3%[46.1 µM]	6%	?	-3%[38.3 µM]	1%	?	1.5%
COc1cc(/C=N/Nc2cc(C)nc(NS(=O)(=O)c3ccccc3)n2)ccc1O	6%	?	19%[9.22 µM]	nt	nt	nt	4.2%
CSc1ccc(/C=C(\C#N)C(=O)Nc2cccc(C)c2)cc1	13%	-4%	?	-2%	-6%	-22%	1.0%
CC(=O)N1N=C(c2ccco2)CC1c1cc2ccc(C)cc2nc1Cl (configuration not stated)	-35%	1%	-5%[9.22 µM]	nt	nt	nt	2.4%
Cc1cccc(NC(=O)c2ccc(COc3cccc4ccccc34)o2)n1	-15%	22%	10%	7%	2%	?	0.9%
CCOP(C)(=O)C1(C(=O)OCc2ccccc2)CC1 (configuration not stated)	-4%[46.1 µM]	4%	-13%	-12%[38.3 µM]	0%	0%	-0.4%
COc1ccc2nc(SCC(=O)N3CCNC3=O)[nH]c2c1	-1%[46.1 µM]	-1%	-4%	-10%[38.3 µM]	-12%	2%	-1.9%
CC(C)(C)C1CCc2onc(C(=O)NCc3ccc(F)cc3)c2C1 (configuration not stated)	?	10%	-30%	12%[38.3 µM]	-1%	?	5.6%
NC(N)=Nc1nc(-c2ccccc2)c2ccccc2n1	51%	5%	-1%[9.22 µM]	14%	-3%	nt	0.0%
CCS(=O)(=O)n1nc(-c2ccco2)nc1N	-11%	2%	16%[9.22 µM]	6%	-2%	nt	1.0%
CC(C)NC(=O)c1ccccc1NC(=O)CS(=O)(=O)Cc1ccccc1	0%[46.1 µM]	4%	7%	11%[38.3 µM]	-1%	4%	0.0%
CCOC(=O)C1=C(c2ccccc2)OC(N)=C(C#N)C1c1ccc(Cl)s1 (configuration not stated)	?	7%	20%	4%[38.3 µM]	-7%	-15%	1.3%
COc1ccc(C)cc1S(=O)(=O)N(CC(N)=O)Cc1ccccc1	-6%[46.1 µM]	4%	-7%	12%	-2%	-11%	-3.4%
COc1cc(/C=N/NC(=O)c2ccoc2C)ccc1O	17%	6%	5%	5%	-16%	?	0.0%
CCOc1cc(/C=N/NC(=O)CN2CCOCC2)ccc1OCc1ccccc1	-1%	6%	0%	2%	-5%	-11%	0.0%
COc1ccc(-n2nc(C(=O)NCC(=O)N3CCN(C)CC3)c3ccccc3c2=O)cc1OC	-9%[46.1 µM]	4%	-2%	15%[38.3 µM]	-4%	-1%	0.5%
O=C(CCc1ccc(S(=O)(=O)N2CCOCC2)cc1)Nc1nc(COc2ccccc2)cs1	-22%[46.1 µM]	-6%	?	15%[38.3 µM]	-3%	?	-0.4%
CC(C)CCNS(=O)(=O)c1ccc(-c2ccc(S(=O)(=O)NCCC(C)C)cc2)cc1	-3%[46.1 µM]	4%	-3%	27%[38.3 µM]	0%	0%	-0.1%
Cc1[nH]c2ccccc2c1SCC(=O)N1CCOCC1	5%	4%	9%	-1%	2%	-6%	4.9%

Just IMPase Li cell and CBFb-RUNX1 inh, for 3 of the compounds above:
| smiles | IMPase Li cell | CBFb-RUNX1 inh |
| --- | --- | --- |
| COc1cc(/C=N/Nc2cc(C)nc(NS(=O)(=O)c3ccccc3)n2)ccc1O | nt | ? |
| CSc1ccc(/C=C(\C#N)C(=O)Nc2cccc(C)c2)cc1 | -2% | -4% |
| CC(=O)N1N=C(c2ccco2)CC1c1cc2ccc(C)cc2nc1Cl (configuration not stated) | nt | 1% |

Copied from the list:
Result of COc1cc(/C=N/Nc2cc(C)nc(NS(=O)(=O)c3ccccc3)n2)ccc1O under NPSR antag: 6%
Result of COc1cc(/C=N/NC(=O)c2ccoc2C)ccc1O under CBFb-RUNX1 inh: 6%
Result of Cc1[nH]c2ccccc2c1SCC(=O)N1CCOCC1 under Epigenetic derep: 4.9%

Molecules listed so far that have a Cl atom:
SMILES	NPSR antag	CBFb-RUNX1 inh	HttQ103 aggreg	IMPase Li cell	Luc counter	LMNA splice mod	Epigenetic derep
O=C(c1ccco1)c1cn[nH]c1-c1ccc(Cl)cc1O	-3%[46.1 µM]	6%	?	-3%[38.3 µM]	1%	?	1.5%
CC(=O)N1N=C(c2ccco2)CC1c1cc2ccc(C)cc2nc1Cl (configuration not stated)	-35%	1%	-5%[9.22 µM]	nt	nt	nt	2.4%
CCOC(=O)C1=C(c2ccccc2)OC(N)=C(C#N)C1c1ccc(Cl)s1 (configuration not stated)	?	7%	20%	4%[38.3 µM]	-7%	-15%	1.3%

Remaining list, next part.
SMILES	NPSR antag	CBFb-RUNX1 inh	HttQ103 aggreg	IMPase Li cell	Luc counter	LMNA splice mod	Epigenetic derep
O=C(Oc1c(Cl)cc(Cl)c2cccnc12)c1cccc([N+](=O)[O-])c1	-23%[46.1 µM]	?	2.8µM*	2%	4%	?	?
S=C(NCc1cccnc1)Nc1ccc(Cl)cc1Cl	5%	2%	-1%	-2%	-1%	-1%[46 µM]	-0.1%
COC(=O)CCC(=O)NNC(=O)c1ccc(Cl)cc1Cl	3%[46.1 µM]	3%	-3%	4%[38.3 µM]	-3%	-1%	0.0%
CC1CCN(CCC(=O)Nc2ccc3c(c2)CCC3)CC1	2%[46.1 µM]	8%	-6%	11%	3%	-14%	1.0%
O=C(Nc1ccc([N+](=O)[O-])cc1Br)c1cccnc1	13%	-3%	4%	-6%	0%	11%	1.1%
CC(C)c1nnc(NC(=O)C2CCCN2S(=O)(=O)c2ccc(Cl)cc2)s1 (configuration not stated)	-9%[46.1 µM]	15%	-16%	-12%[38.3 µM]	-1%	-1%	-1.0%
Cn1c(=O)c2c(nc(SCC(=O)c3cccs3)n2Cc2ccc(F)cc2)n(C)c1=O	70%[46.1 µM]	6%	-14%	3%[38.3 µM]	2%	7%	0.8%
CCCS(=O)(=O)C(=C(Nc1ccc(OC)cc1)Nc1ccc(OC)cc1)S(=O)(=O)CCC	2%[46.1 µM]	3%	11%	32%[38.3 µM]	-5%	-10%	0.1%
O=c1c(C(c2ccc(O)cc2)c2c(O)nc3n(c2=O)CCCS3)c(O)nc2n1CCCS2	-8%[46.1 µM]	-12%	12%	-14%[38.3 µM]	-5%	0%	-0.3%
Cc1ccccc1NC(=O)C(Cc1ccccc1)n1cccc1 (configuration not stated)	-11%	-6%	8%[9.22 µM]	nt	nt	nt	1.1%
CCC(CC)NC(=O)c1cc([N+](=O)[O-])ccc1N1CCOCC1	7%[46.1 µM]	-2%	-3%	nt	nt	-10%	-1.9%
C[C@H]1C=C2C=C[C@H](C)[C@H](CC[C@@H]3C[C@@H](O)CC(=O)O3)[C@H]2[C@@H](OC(=O)[C@@H](C)CCO)C1	nt	14%[21.7 µM]	nt	0%	1%	nt	-4.8%
COc1ccc2cc(C(=O)OC(C)C)sc(=O)c2c1OC	-20%[46.1 µM]	-1%	-3%	-2%	0%	-5%	7.0%
COCCn1c(SCC(=O)c2ccc(F)cc2)nnc1C(C)C	-1%[46.1 µM]	3%	7%	14%[38.3 µM]	-2%	9%	-1.0%
COc1ccc(C(C(=O)NC2CCCCC2)N(C(=O)CCl)c2ccc(C)cc2)cc1 (configuration not stated)	-12%	2%	?	9%	2%	-19%	0.0%
COCC(C)NC(=S)NCCc1ccc(Cl)cc1Cl (configuration not stated)	0%	-2%	-7%	9%	-2%	nt	13%
CCCCn1c(=O)n(Cc2cccc(F)c2)c(=O)c2c1ncn2Cc1ccco1	?	-2%	-7%	29%[38.3 µM]	1%	-9%	-2.9%
O=C(CN1CCCCC1)Nc1cccc(Cl)c1Cl	12%[46.1 µM]	14%	6%	-1%	1%	-3%	0.0%
O=C(/C=C/c1ccccc1[N+](=O)[O-])N1CCN(c2ccccc2F)CC1	-21%	-19%	6%	1%	-1%	?	-1.3%
COc1ccc(C2C(C#N)=C(C)NC3=C2C(=O)c2ccccc23)cc1 (configuration not stated)	?	3%	-37%	-25%[38.3 µM]	-2%	9%	-1.0%
Cn1c(=O)c2c(nc(Br)n2Cc2ccccc2Cl)n(C)c1=O	-9%[46.1 µM]	-3%	-12%	17%[38.3 µM]	2%	?	3.1%
CC(=O)NC1C(=O)N=C(SCC(=O)NC2CCCCC2)NC1=O (configuration not stated)	12%[46.1 µM]	4%	-1%	7%[38.3 µM]	-1%	23%	-0.9%
CN1CCN(C(=O)c2cc(-c3ccco3)on2)CC1	-3%[46.1 µM]	2%	7%	19%[38.3 µM]	-4%	6%	-1.4%
C=C(C)Cn1c(-c2ccc(OC)cc2)nc2ccccc21	-4%[46.1 µM]	-8%	?	2%[38.3 µM]	-4%	-5%	1.6%
O=C(COC(=O)c1ccc[nH]c1=O)NC1CCCCC1	2%	3%	-12%[9.22 µM]	nt	nt	nt	1.1%
CC(NCC(O)COCc1ccc(Cl)cc1)c1ccccc1 (configuration not stated)	5%	-2%	-11%	-5%	-2%	nt	7.4%
N/C(=N\OC(=O)CCCCCN1C(=O)c2ccccc2C1=O)c1ccccc1	-18%[46.1 µM]	?	-31%	17%	9%	-13%	-0.9%

Printed as active in HttQ103 aggreg (from the list above):
smiles | NPSR antag | CBFb-RUNX1 inh | HttQ103 aggreg | IMPase Li cell | LMNA splice mod | Epigenetic derep
O=C(Oc1c(Cl)cc(Cl)c2cccnc12)c1cccc([N+](=O)[O-])c1 | -23%[46.1 µM] | ? | 2.8µM* | 2% | ? | ?

Screens (PubChem)
